Compound activity (PubChem BioAssay)
Imprint erasure – genomic imprint erasure induction; mouse ES Peg3-LacZ reporter, beta-gal luminescence, 40 h; actives 0.02% (n = 110,000); Potency, µM (top dose mostly 60.7 µM), for inactives: at the top dose activity change, positive = activation, actives largely listed as activators;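 also: 0% = negative control wells on the plate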
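Readout: BetaGlo luminescence (5 min, room temp) for LacZ from the normally silent maternal Peg3 allele in female Peg3LacZ-Neo ES cells. Cells 300/well, 40 h, 37C, 5% CO2. Data normalized per plate to negative controls.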
IkB signaling – IkB pathway inhibition in ABC-DLBCL cells. ABC-DLBCL IkBa-CBG/CBR dual luciferase ratio, 4 h; response scale: scaled: untreated 0%, proteasome inhibitor 100%. Potency, µM (series often up to 57.1 µM), inactives show at the top dose IkBa stabilization activation. actives 0.04% (n = 110,000); active = well fitted curve in the direction sought with a large enough effect in the signal ratio, not every such curve was filed as active; inconclusive = small, poorly fitted or top-dose-only effect, or a change in a side signal; the % refers to the signal ratio;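 also: the direction sought is a rising ratio; 0% = basal untreated cells and 100% = reference inhibitor full response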
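Luminescence ratio of IκBα-fused green versus native red beetle luciferase in OCI-Ly3 cells, 4 h post-doxycycline with compound; red signal alone, scaled from basal (0%) to zero light (-100%), flagged nonspecific or cytotoxic effects.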
p53ts 39C tox – kills p53ts cells at the nonpermissive temperature | H1299-p53A138V viability at 39C, ATP luminescence, 24 h | Potency, µM (titrated, usually from 46.1 µM), for inactives: top-dose activity change, negative = cell killing, actives largely listed as cytotoxic | actives 1.5% (n = 130,000) | AID 902; also: nearly all actives have a fitted effect of over 55% in size
p53ts 32C tox – p53ts cell cytotoxicity, permissive temperature; H1299-p53A138V at 32C, ATP luminescence viability, 24 h; actives 0.93% (n = 130,000); Potency, µM (titrated, usually from 46.1 µM), for the others: at the highest dose activity change, negative = cytotoxicity, actives largely listed as cytotoxic;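 also: 0% = DMSO and -100% = full killing by reference compound; nearly all actives have a fitted effect of over 55% in size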
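H1299-p53 A138V cells (temperature-sensitive p53) exposed 24 h to up to 46 uM compound at 32C, where p53 is wild-type in conformation. Viability read as ATP luminescence and normalised to DMSO and 100 uM tamoxifen. AC50 fitted with the Hill equation.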
* hit, by the source's call; ? = inconclusive; · = not tested or not shown; & = joins results of further samples; [ ] = dose if it differs, or a comment. Unless noted, calls follow the shape of the dose curve; as a rule, active = well fitted curve in the direction sought with a large enough effect; inconclusive = small, poorly fitted or top-dose-only effect, or another doubt; inactive = no such curve, though single readings can be large; an effect the other way counts as inactive or inconclusive. Unless noted, % is scaled to controls: 0 for no effect and ±100 for the full control effect; potency is read from the fitted curve at half-maximal effect.

SMILES	Imprint erasure	IkB signaling	p53ts 39C tox	p53ts 32C tox
O=C(/C=C/c1ccc(Cl)cc1)Nc1nc(-c2cccs2)ns1	-13%[10.9 µM]	-2.0%	-10%	-8%
COc1cccc(N2CCN(C(=O)c3ccc4c(=O)n(CCc5ccccc5)c(=O)[nH]c4c3)CC2)c1	-13%[10.9 µM]	?	-20%	3%
O=C(CSc1ncc2c(n1)-c1ccccc1N(Cc1ccc(F)cc1)S2(=O)=O)c1ccc(Br)cc1	-8%[10.9 µM]	0.7%	2%	4%
O=C(c1cnccn1)N1CCC[C@@]2(CCN(c3ccccc3)C2)C1	·	3.1%[11.4 µM]	0%	-5%
O=C(NCc1cccnc1)NC1(C(F)(F)F)Oc2ccccc2O1	-7%	1.7%	-14%	0%
CCOCN(C(=O)Cn1c(C)nc2ccccc21)c1c(C)cccc1CC	1%[10.9 µM]	2.5%	8%	10%
O=C(Nc1cccc(-c2nc3ccccc3[nH]2)c1)c1cccc(NC(=O)c2ccco2)c1	-47%[inhibitor]	?	?	9%
CCOC(=O)C1=C(C)NC(=O)NC1C (stereo unspecified)	1%	-1.7%&-1.0%	8%&6%	7%&-2%
CCOC(=O)CC(NC(=O)c1cc2cc(Br)cc(OC)c2oc1=O)c1ccc(OC)cc1 (stereo unspecified)	-6%[10.9 µM]	-0.6%	9%	-5%
O=S(=O)(NCCc1nnc2ccc(SCc3ccccc3Cl)nn12)c1ccccc1	-3%[10.9 µM]	2.1%	-17%	2%
c1ccc(N2CCOCC2)c(Nc2nc3ccccc3n3cnnc23)c1	-22%	2.9%	2%	9%
CCn1c(SCC(=O)Nc2ccccc2OC)nnc1-c1cnccn1	-7%	2.2%	-10%	10%
CC(=O)C1=C(O)C(=O)N(Cc2ccccc2)C1c1ccco1 (stereo unspecified)	-2%	1.2%	11%	3%
CC1(C)CC(=O)C2=C(C1)NC(Nc1nc3ccccc3o1)=NC21CCCC1	0%	2.1%	5%	-4%
CCOC(=O)c1cnc(Nc2ccc(OCC)cc2)nc1C	-32%[inhibitor]	0.8%	5%	-9%
COc1ccccc1CNC(=O)CCCn1c(=O)c2ccccc2n(Cc2ccccc2C#N)c1=O	-14%[10.9 µM]	1.0%	-5%	8%
C=CCSc1nc2nc(C)cc(C)n2n1	-7%	1.2%	8%	-12%
O=C(CN1CCN(c2cccc(Cl)c2)CC1)N1CCCC1	-16%	0.1%	1%	6%
COc1ccc(-c2cc3nc(C)c(CCC(=O)NC4CCCCC4)c(C)n3n2)c(OC)c1	13%[10.9 µM]	?	-15%	4%
CCc1ccc(-n2nc3ccc(NC(=O)c4cc5ccccc5o4)cc3n2)cc1	-10%[10.9 µM]	0.3%	3%	2%
COC(=O)c1c(NC(=O)CCCOc2ccc(C)cc2)sc2c1CCCC2	-11%[10.9 µM]	4.0%	-22%	9%
Cc1ccc2[nH]c(=O)c3cc(C(=O)NCc4cccc(Cl)c4)sc3c2c1	-8%[10.9 µM]	?	-12%	5%
COc1ccccc1-c1nnc(SCC(=O)c2ccc(Cl)cc2)n1-c1ccccc1	-8%[10.9 µM]	?	-14%	6%
Cc1cc(C)cc(-n2nnc(C(=O)NCc3ccc4c(c3)OCO4)c2N)c1	-11%	0.7%	-13%	9%
COc1cccc(CNC(=O)CSc2c3c(nc4ccc(Cl)cc24)CCCC3)c1OC	-10%[10.9 µM]	?	13%	9%

Remaining list, next part
SMILES	Imprint erasure	IkB signaling	p53ts 39C tox	p53ts 32C tox
CCOc1cc(/C=N/O)cc(Br)c1OCC	·	·	17%	4%
COc1ccccc1-c1cncnc1NCc1cnc(C)cn1	4%	-1.0%[11.4 µM]	8%	5%
CCOc1ccccc1OCC(=O)Nc1ccc(S(=O)(=O)Nc2ncccn2)cc1	-5%	-0.9%	-2%	14%
COC(=O)c1ccccc1NC(=O)CSc1nc(N)cc(N)n1	-4%	-1.4%	-2%	1%
N#Cc1ccccc1CSc1nnc2ccc3ccccc3n12	-9%[10.9 µM]	-0.2%	-11%	2%
Cn1cnc(S(=O)(=O)N2CCC(C(=O)NCc3ccccc3Cl)CC2)c1	-10%[10.9 µM]	0.7%	19%	2%
COCCn1cc(C(=O)N2CCN(C)CC2)c2c3ccccc3n(C)c2c1=O	-2%	-1.9%	-9%	-12%
O=S(=O)(c1ccc(F)cc1)N1CCN(CC(O)COCc2cccs2)CC1 (stereo unspecified)	-5%	0.5%	0%	9%
CC1(C)CC(=O)C2=C(C1)OC(N)=C(C#N)C21C(=O)N2CCCc3cccc1c32 (stereo unspecified)	10%	-1.8%	8%	8%
Cc1cccc(NC(=O)Nc2cccc(F)c2)n1	-14%	0.6%	-6%	-6%
COc1ccc(-c2nc3cnc(N4CCOCC4)nc3n(C3CC3)c2=O)cc1	-6%	-0.9%[11.4 µM]	-9%	3%
Cc1ccc(C)c(NC(=O)Cn2nnc(C(=O)NCc3ccccc3Cl)c2N)c1	12%[10.9 µM]	1.6%	12%	4%
COc1ccc(N2CC(C)Cn3c2nc2c3c(=O)n(Cc3ccc(F)cc3)c(=O)n2C)c(OC)c1 (stereo unspecified)	-13%	0.9%	8%	-10%
COc1cccc(CNCCSc2nnnn2C)c1	-3%	-0.6%	-5%	-1%
CC(C)c1ccc(NC(=O)Cn2c(=O)n(CCc3ccccc3)c(=O)c3ccccc32)cc1	-7%[10.9 µM]	?	0%	-8%
CC(=O)Nc1ccc(NC(=O)c2ccco2)cc1	-13%	0.8%	?	?
O=C(NCC(c1cccnc1)N1CCc2ccccc2C1)C(=O)Nc1ccccc1F (stereo unspecified)	2%[10.9 µM]	?	-13%	0%
COc1ccc(S(=O)(=O)NCC(=O)N(CC(=O)NCC2CCCO2)c2cc(C)ccc2C)cc1 (stereo unspecified)	-4%	-1.5%	-7%	4%
O=C(c1ccc2c(=O)n(-c3ccccc3)c(=O)[nH]c2c1)N1CCCCC1	-14%	?	0%	-2%
COCCNC(=O)CCn1c(=O)oc2ccccc21	5%	-1.3%	-5%	3%
Cc1ccc(-c2nn3c(=O)c(C)nnc3s2)cc1	-31%[inhibitor]	-3.1%	?	-24%
CCc1nnc(SCC(=O)Nc2ccc(OC)c(OC)c2)c2cc3occc3n12	27%[10.9 µM]	1.7%	14%	-5%
Cn1c(SCC(=O)Nc2cccc(F)c2)nnc1-c1cccnc1	-4%	-1.7%	7%	2%
COc1cc(C2NC(=O)NC(C)=C2C(=O)Nc2cc(C)cc(C)c2)ccc1O (stereo unspecified)	-9%[10.9 µM]	5.0%	2%	3%
CC1(C)CC(=O)c2cnc(NC(=O)C3CCCC3)nc2C1	9%	2.5%	5%	13%

Entries of single compounds from above. Values in the order: Imprint erasure | IkB signaling | p53ts 39C tox | p53ts 32C tox
Record of CC(C)c1ccc(NC(=O)Cn2c(=O)n(CCc3ccccc3)c(=O)c3ccccc32)cc1 → -7%[10.9 µM] | ? | 0% | -8%
Record of Cc1ccc(C)c(NC(=O)Cn2nnc(C(=O)NCc3ccccc3Cl)c2N)c1 → 12%[10.9 µM] | 1.6% | 12% | 4%

Continuation.
SMILES	Imprint erasure	IkB signaling	p53ts 39C tox	p53ts 32C tox
Cc1csc(CCc2nc(C)cs2)n1	-9%	1.5%	16%	-1%
Cc1ccc(Cn2cc3c(n2)-c2c(oc(C(=O)Nc4ccc(F)cc4F)c2C)CC3)cc1	-15%[10.9 µM]	0.0%	-11%	-11%
Cc1nnc(N2CCN(c3ccc(Cl)cc3)CC2)c2c1nnn2Cc1ccc(F)cc1	-8%[10.9 µM]	?	-18%	?
CCCCN(c1ccccc1)c1ncnc2nc[nH]c12	-7%	-1.4%	-2%	-3%
CCOc1ccc2nc(NC(=O)CSc3nc4cccnc4n3C)sc2c1	-3%	0.0%	-28%	-16%
Cc1ccc(Cl)cc1NC(=O)c1ccc(-c2nc(CSc3ccccc3)c(C)o2)cc1	-1%[10.9 µM]	-1.5%	?	6%
O=S(=O)(NCc1ccccc1)c1ccc2[nH]c3c(c2c1)CCCCC3	-7%[10.9 µM]	-2.9%	32µM*	4%
Cc1ccc(-c2cc(C(=O)Nc3cc([N+](=O)[O-])ccc3C)no2)cc1F	-5%[10.9 µM]	?	-2%	1%
Cc1ccnc(NC(=O)C2CCC(CNc3c(N4CCCC4)c(=O)c3=O)CC2)c1 (stereo unspecified)	6%	?	-5%	-6%
Cc1ccc(S(=O)(=O)NCCCNC(=O)N2CCOCC2)cc1	12%	0.8%	8%	-1%
CCOc1ncccc1C(=O)OCC(=O)c1cc(C)n(Cc2ccco2)c1C	-49%[inhibitor]	?	-18%	13µM*
CCOc1ccccc1-n1c(C)nc2cc(C(=O)O)ccc21	1%[10.9 µM]	0.8%	3%	5%
O=C(NCc1ccccc1Cl)c1nnc(Cc2cccc(F)c2)o1	-10%[10.9 µM]	?	-24%	7%
COc1ccc(C2CC(=O)c3c(O)cc(O[C@H]4OC(COC5OC(C)C(O)C(O)[C@@H]5O)C(O)C(O)C4O)cc3O2)cc1O (stereo partly specified)	11%	·	12%	2%

A second format for part of the listing above.
| Compound | Imprint erasure | IkB signaling | p53ts 39C tox | p53ts 32C tox |
| --- | --- | --- | --- | --- |
| COCCNC(=O)CCn1c(=O)oc2ccccc21 | 5% | -1.3% | -5% | 3% |
| Cc1ccc(-c2nn3c(=O)c(C)nnc3s2)cc1 | -31%[inhibitor] | -3.1% | ? | -24% |
| CCc1nnc(SCC(=O)Nc2ccc(OC)c(OC)c2)c2cc3occc3n12 | 27%[10.9 µM] | 1.7% | 14% | -5% |
| Cn1c(SCC(=O)Nc2cccc(F)c2)nnc1-c1cccnc1 | -4% | -1.7% | 7% | 2% |
| COc1cc(C2NC(=O)NC(C)=C2C(=O)Nc2cc(C)cc(C)c2)ccc1O (stereo unspecified) | -9%[10.9 µM] | 5.0% | 2% | 3% |
| CC1(C)CC(=O)c2cnc(NC(=O)C3CCCC3)nc2C1 | 9% | 2.5% | 5% | 13% |
| Cc1csc(CCc2nc(C)cs2)n1 | -9% | 1.5% | 16% | -1% |
| Cc1ccc(Cn2cc3c(n2)-c2c(oc(C(=O)Nc4ccc(F)cc4F)c2C)CC3)cc1 | -15%[10.9 µM] | 0.0% | -11% | -11% |
| Cc1nnc(N2CCN(c3ccc(Cl)cc3)CC2)c2c1nnn2Cc1ccc(F)cc1 | -8%[10.9 µM] | ? | -18% | ? |
| CCCCN(c1ccccc1)c1ncnc2nc[nH]c12 | -7% | -1.4% | -2% | -3% |
| CCOc1ccc2nc(NC(=O)CSc3nc4cccnc4n3C)sc2c1 | -3% | 0.0% | -28% | -16% |
| Cc1ccc(Cl)cc1NC(=O)c1ccc(-c2nc(CSc3ccccc3)c(C)o2)cc1 | -1%[10.9 µM] | -1.5% | ? | 6% |
| O=S(=O)(NCc1ccccc1)c1ccc2[nH]c3c(c2c1)CCCCC3 | -7%[10.9 µM] | -2.9% | 32µM* | 4% |
| Cc1ccc(-c2cc(C(=O)Nc3cc([N+](=O)[O-])ccc3C)no2)cc1F | -5%[10.9 µM] | ? | -2% | 1% |
| Cc1ccnc(NC(=O)C2CCC(CNc3c(N4CCCC4)c(=O)c3=O)CC2)c1 (stereo unspecified) | 6% | ? | -5% | -6% |
| Cc1ccc(S(=O)(=O)NCCCNC(=O)N2CCOCC2)cc1 | 12% | 0.8% | 8% | -1% |
| CCOc1ncccc1C(=O)OCC(=O)c1cc(C)n(Cc2ccco2)c1C | -49%[inhibitor] | ? | -18% | 13µM* |
